Assay outcomes as filed in PubChem BioAssay.
ERp5 block = ERp5 (human) disulfide isomerase inhibition | ERp5 insulin aggregation, absorbance 650 nm, 90 min | inhibition, % at 9.99 µM | 350,000 tested, 0.05% active;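 active means mean replicate inhibition above about 25%, with every replicate also reaching it, limit read from the data, passing the limit was not always enough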
Xi reactivation = reactivates the inactive X chromosome in mouse fibroblasts; XiGFP mouse fibroblasts, % GFP-positive cells imaging, 3 d; cells co-treated with 5-aza-dC sensitizer; scaled so ellipticine positive control = 100%; activation, % at 7.58 µM; 360,000 tested, 0.055% active;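 active means mean normalized replicate activation at least 10% and every replicate at or above 10%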;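 further: 0% = median of on-plate neutral control wells and 100% = ellipticine 6 µM median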
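Material: XiGFP fibroblasts, SV40-immortalized; Buffer or medium: DMEM containing 5-aza-dC; Compound dosing: single point; Times: 3 days compound exposure.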
RAD54 inh = RAD54 (human) branch migration inhibition; inhibition, % at 10.4 µM; 360,000 tested, 0.14% active; RAD54 Holliday junction branch migration, FAM/BHQ fluorescence; Q92698;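 active means mean normalized replicate activity at least 40 and at least half of replicates scoring 40 or more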;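 further: 0% = median of neutral control wells and 100% = median of positive control wells; inhibitors cause a drop in the FAM fluorescence signal; in these data hits start at about 50%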
Target sequence (Q92698 whole entry, looked up): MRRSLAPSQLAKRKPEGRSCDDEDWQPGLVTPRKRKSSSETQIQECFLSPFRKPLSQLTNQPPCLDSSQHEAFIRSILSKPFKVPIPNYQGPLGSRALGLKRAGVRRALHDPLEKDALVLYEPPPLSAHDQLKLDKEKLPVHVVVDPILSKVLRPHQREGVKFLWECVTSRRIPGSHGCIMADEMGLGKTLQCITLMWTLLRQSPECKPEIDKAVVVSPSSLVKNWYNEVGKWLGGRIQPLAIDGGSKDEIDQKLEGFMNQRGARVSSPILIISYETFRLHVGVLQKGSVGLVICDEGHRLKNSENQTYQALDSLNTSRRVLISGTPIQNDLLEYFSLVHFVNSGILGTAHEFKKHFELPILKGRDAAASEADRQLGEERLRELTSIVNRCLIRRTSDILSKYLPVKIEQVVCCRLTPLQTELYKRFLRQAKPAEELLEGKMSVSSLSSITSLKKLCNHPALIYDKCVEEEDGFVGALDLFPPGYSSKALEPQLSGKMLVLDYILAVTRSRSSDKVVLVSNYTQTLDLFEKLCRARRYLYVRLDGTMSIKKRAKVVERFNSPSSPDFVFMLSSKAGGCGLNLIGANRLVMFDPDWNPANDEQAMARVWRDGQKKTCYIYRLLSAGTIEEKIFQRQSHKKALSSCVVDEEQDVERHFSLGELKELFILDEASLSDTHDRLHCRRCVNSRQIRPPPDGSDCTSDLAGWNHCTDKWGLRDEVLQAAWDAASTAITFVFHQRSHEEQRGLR
RAD52 inh = RAD52 (human) annealing inhibition; P43351; recombinant RAD52 DNA annealing, FRET fluorescence; inhibition, % at 18.7 µM; 360,000 tested, 0.46% active; AID 651710;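 active means every replicate showing at least 50% inhibition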
esBAF inh = blocks esBAF chromatin remodeling in mouse ES cells. AID 602393. Bmi1-luciferase knock-in reporter, 24 h; 100% = twice the neutral-well signal. 350,000 tested, 2% active. reporter increase, % at 12.5 µM; in the data active means activation above about 40%;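 further: 0% = median of the plate's neutral control wells and 100% = double that signal; a rise in the Bmi1 reporter signal indicates esBAF inhibition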
S100A4 inh HTS = blocks human S100A4 binding to myosin IIA peptide. S100A4/TAMRA-MyoIIA peptide fluorescence polarization. inhibition, % at 10.7 µM. 360,000 tested, 0.14% active;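 active means mean inhibition of at least 70% across replicates, with every replicate also reaching that level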
Target sequence (P26447 whole entry, looked up): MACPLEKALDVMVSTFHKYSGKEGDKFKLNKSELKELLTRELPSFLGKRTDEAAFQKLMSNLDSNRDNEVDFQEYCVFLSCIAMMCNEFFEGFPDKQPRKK
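assay system = human S100A4 monomer with TAMRA-labelled myosin IIA peptide | also added = labelled myosin peptide probe, 5 nM | incubation = 5 min between mix addition and reading | control set = DMSO and TFP controls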
E-selectin induc = E-selectin induction on HUVECs. P16581. HUVEC E-selectin immunofluorescence imaging; normalized: neutral wells 0, TNF-alpha wells 100. activation, % at 7.58 µM. 260,000 tested, 0.37% active. AID 686992;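 active means mean E-selectin-positive cell signal at least 10% of the positive control, reached in at least 60% of replicates, without over 20% cell loss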;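 further: in these data hits start at about 27%; measured in HUVEC primary endothelial cells; signal is the percent of cells scored E-selectin positive by PE staining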
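System: HUVEC / Compound: single concentration / Signal: immunofluorescence imaging / Read-out: percent E-selectin-positive cells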
ERAP1 inh = inhibitors of human ERAP1 aminopeptidase; Q9NZ08; recombinant ERAP1, Leu-AMC fluorescence, 60 min; inhibition, % at 10.7 µM; 340,000 tested, 0.15% active; AID 652197;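 active means mean replicate inhibition of at least 30%, or all replicates individually reaching that 30% level; inactive means mean below 30% and not every replicate reaching it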;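 further: 0% = neutral control wells and 100% = L-leucinethiol positive control wells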
The depositor's hits bear a star; i = inactive; nt = no result given; & = joins results of further samples.

entry	canonical_smiles	ERp5 block	Xi reactivation	RAD54 inh	RAD52 inh	esBAF inh	S100A4 inh HTS	E-selectin induc	ERAP1 inh
1	CC(=O)c1ccc(S(=O)(=O)N2CCN(CCOc3ccccc3)CC2)cc1	-4	0.3	-2	-9	12	-4	0.0	1
2	CO[C@H]1CN(C)C(=O)c2cc(NC(=O)C3CC3)ccc2OC[C@@H](C)N(CC2CCCC2)C[C@H]1C	-1	0.2	-3	8	3	-9	0.1	-2
3	O=C(CSc1nnc(-c2ccccc2)n1-c1ccc(Cl)cc1)NNC(=S)Nc1ccccc1	-1	0.2	nt	-6	nt	9	1.2	2
4	Nc1ccc(Cc2ccc(N)c(C(=O)O)c2)cc1C(=O)O	-6	nt	8	-20	1	-2	nt	3
5	O=C(Cc1ccccc1)N1CC(=O)N2[C@H](CO)[C@@H](c3ccc(C#CCc4ccccc4)cc3)[C@@H]2C1	6	0.5	nt	-4	nt	16	0.0	2
6	CO[C@H]1CN(C)C(=O)c2cc(NC(=O)C3CC3)ccc2OC[C@@H](C)N(Cc2nccs2)C[C@@H]1C	1	-0.3	9	4	6	7	0.2	0
7	CC(C)NC(=O)Nc1cccc2c1O[C@@H](CN(C)C)[C@@H](C)CN([C@@H](C)CO)C2=O	-7	0.0	-8	16	-5	10	-1.8	0
8	CCCCC(CC)C(=O)Nc1cc(C(=O)NCc2ccc(C)cc2)ccc1N1CCC2(CC1)CC(c1ccccc1)=NO2 (configuration not stated)	-8	0.7	-7	-3	-4	2	0.3	0
9	C[C@@H]1CN([C@H](C)CO)C(=O)Cc2cc(NC(=O)Nc3cccc4ccccc34)ccc2O[C@H]1CN(C)Cc1ccc(C(=O)O)cc1	9	-0.5	5	-3	-2	5	0.0	-15
10	CC(C)NC(=O)N[C@@H]1CC[C@H](CCNC(=O)C2CCC2)O[C@@H]1CO	-8	0.1	-2	-8	2	2	2.3	-2
11	CS(=O)(=O)N1[C@@H](C#N)[C@@H](c2ccc(C#CC3CC3)cc2)[C@@H]1CO	6	0.0	-4	-36	-4	-2	0.7	1
12	C[C@@H]1CN([C@H](C)CO)C(=O)c2cc(C3=CCCCC3)cnc2O[C@H]1CN(C)C(=O)Cc1ccccc1	3	-0.9	8	5	2	-2	0.7	-2
13	O=C(O)c1ccccc1C=NN=C1c2ccccc2-c2ccccc21	-4	0.2	nt	-7	nt	-2	-0.3	-3
14	CCOc1cc(C(=O)NC)cc(Br)c1OCc1ccccc1	-3	0.0	-2	-6	-3	3	nt	2
15	CCCC#Cc1ccc([C@H]2[C@H](CO)N3CCCCN(S(C)(=O)=O)C[C@@H]23)cc1	-1	0.5	4	-11	-3	-5	1.1	0
16	Cc1ccc(CNC(=O)CSc2ccc(-c3ccccn3)nn2)cc1	-11	0.0	nt	-5	nt	0	1.1	1
17	O=C(C[C@@H]1C[C@@H]2c3cc(NC(=O)C4CCOCC4)ccc3O[C@@H]2[C@@H](CO)O1)NCc1cccnc1	0	0.0	0	3	2	0	-0.1	2
18	CCn1nc(C)c(CN2CCC(n3nccc3NC(=O)CCCc3ccccc3)CC2)c1C	-9	-0.1	9	-21	-3	-1	-0.1	-8
19	O=C1N(Cc2cccc(Cl)c2)C[C@@H]2C[C@@H](c3cccn3-c3cccnc3)N3CCC[C@@]123	-4	0.0	-9	-129	-8	-7	nt	-1
20	NC(=O)COC(=O)/C=C/c1cccc(Br)c1	-2	0.0	nt	-8	nt	-2	1.3	-5
21	CN(C)CCCNC(=O)C[C@@H]1CC[C@@H](NS(=O)(=O)c2ccc(F)cc2)[C@@H](CO)O1	2	-0.3	-11	-19	-2	-1	0.0	0
22	CN1CCN(C(=O)Cn2ncc3c([nH]c4ccccc43)c2=O)CC1	3	0.0	-4	-12	-1	-2	nt	3
23	C[C@H](CO)N1C[C@H](C)[C@H](CN(C)Cc2ccc3c(c2)OCO3)Oc2ncc(C#CCN(C)C)cc2C1=O	-2&-4	-1.2	-2&0	-16&-12	5&0	-2&0	1.2	-1&-2
24	N/C(=N\OC(=O)N1c2ccccc2Sc2ccccc21)c1ccc(Br)cc1	0	0.0	nt	-18	nt	12	-0.2	-4
25	N#Cc1ccc(OCC(=O)Nc2nc(-c3ccccn3)cs2)cc1	-1	-0.1	-5	5	-4	1	0.0	6
26	O=C(C1CCN(c2ccc(N3CCOCC3)nn2)CC1)N1CCc2ccccc2C1	-5	nt	1	-8	2	0	nt	0
27	Cc1c(NS(=O)(=O)c2cc(C(=O)NCc3ccco3)cc(Cl)c2Cl)c(=O)n(-c2ccccc2)n1C	-2	0.0	nt	-13	nt	-2	0.1	0
28	Fc1cccc(NC(=S)Nc2cccc3ccccc23)c1	10	0.3	0	0	-5	-3	nt	10
29	COc1ccc(-c2nc(CSCC(=O)NCCCN3CCCC3=O)c(C)o2)cc1	4	0.0	nt	-2	nt	-2	-0.4	-3
30	CN1CCN(c2cc3c(cc2F)c(=O)c(C(=O)O)cn3CCF)CC1	0	-0.2	nt	11	2	7	-0.4	0

Profiles from above. Values in the order: ERp5 block | Xi reactivation | RAD54 inh | RAD52 inh | esBAF inh | S100A4 inh HTS | E-selectin induc | ERAP1 inh
`N/C(=N\OC(=O)N1c2ccccc2Sc2ccccc21)c1ccc(Br)cc1` in the list: 0 | 0.0 | nt | -18 | nt | 12 | -0.2 | -4
`Fc1cccc(NC(=S)Nc2cccc3ccccc23)c1` in the list: 10 | 0.3 | 0 | 0 | -5 | -3 | nt | 10

More entries:
entry	canonical_smiles	ERp5 block	Xi reactivation	RAD54 inh	RAD52 inh	esBAF inh	S100A4 inh HTS	E-selectin induc	ERAP1 inh
31	COc1ccc(S(=O)(=O)N(C)C[C@H]2OCCCC[C@H](C)Oc3ccc(NC(=O)Nc4ccc(F)cc4)cc3C(=O)N([C@H](C)CO)C[C@H]2C)cc1	1&-6	0.1&-0.1	1&-6	-168&11	5&1	-17&-8	0.0&0.2	-1&-1
32	COCC(=O)Nc1ccc2c(c1)OC[C@H](C)N(C(=O)c1ccncc1)C[C@H](C)[C@@H](OC)CN(C)C2=O	17	0.3	4	2	3	4	-0.1	-3
33	Clc1ccc(-c2cccc3nccn23)cc1	7	-0.1	6	-7	-1	-5	0.0	3
34	Cc1noc(C)c1S(=O)(=O)Nc1ccc2c(c1)C(=O)N([C@H](C)CO)C[C@H](C)[C@H](CN(C)CC1CCCCC1)OCCCC[C@H](C)O2	-2	0.2	1	28	-1	25	-0.1	-2
35	Cc1ccccc1Nc1ccc(S(=O)(=O)N2CCOCC2)cc1[N+](=O)[O-]	-2	0.0	nt	-8	nt	2	nt	6
36	COCC(=O)N1CCCCN2[C@H](CO)[C@H](c3ccc(-c4ccc(OC)cc4)cc3)[C@H]2C1	1	0.2	16	0	nt	23	-0.2	1
37	O=C(NCc1nnnn1-c1ccc(F)cc1)c1ccc([N+](=O)[O-])o1	-1	-0.1	nt	-5	3	-4	-2.4	3
38	CCN(CC)c1nc2cc(C)ccc2cc1/C=C(\C#N)C(N)=O	-5	0.2	nt	i	nt	13	nt	-4
39	C[C@@H]1CCCCO[C@H](CN(C)C(=O)C2CCCCC2)[C@@H](C)CN([C@H](C)CO)C(=O)c2cc(NC(=O)Nc3ccccc3)ccc2O1	4	0.3	-2	-10	2	-1	0.0	1
40	Cc1cnc(NC(=O)Cc2ccc(C)c(C)c2)s1	7	0.0	-5	-5	1	0	nt	-1
41	NC(=O)[C@H](Cc1cc2ccccc2s1)NC(=O)[C@@H]1CC2(CC(c3cccc(NC(=O)[C@@H]4CCC(=O)N4)c3)=NO2)CN1C(=O)/C=C/Sc1ccccc1 (some centres not stated)	8	0.0	-2	-26	5	-4	-0.2	-2
42	CC(=O)N1CCCCN2[C@H](CO)[C@H](c3ccc(C#Cc4ccccc4F)cc3)[C@@H]2C1	1	0.1	9	-10	nt	97*	0.8	0
43	CCCS(=O)(=O)N1CCN(S(=O)(=O)c2ccccc2[N+](=O)[O-])CC1	1	0.1	nt	5	nt	-3	nt	-3
44	CC(N)C12CC3CC(CC(O)(C3)C1)C2 (configuration not stated)	2	nt	5	-13	-13	-4	nt	1
45	CC(C)(C)c1cc(S(=O)(=O)CCc2ccncc2)cc(C(C)(C)C)c1F	-1	0.3	0	-4	12	9	12	2
46	COc1cc(-c2c(-c3cccc(C)c3)oc3ccccc23)cc(OC)c1OC	2	0.0	7	-11	-16	-2	0.0	0
47	CCCCCn1c(NC2CCCCC2)nc2c1c(=O)[nH]c(=O)n2C	-2	0.0	6	-9	5	-1	0.1	4
48	O=C1NC[C@@H](CCCCN2C[C@H](Cc3ccc(O)cc3)N(CCc3ccc(O)cc3)C(=O)C2=O)N(Cc2ccccc2)C1=O	0	-0.1	nt	-6	nt	-4	2.5	-5
49	CC(C)CCN(C)C1CCN(C(=O)Nc2c(F)cccc2F)CC1	-3	0.3	-3	-2	-1	-3	0.1	4
50	CC1CCCC=CC2CC(OC(=O)CN(C)C)CC2C(O)C=CC(=O)O1 (configuration not stated)	6	0.0	nt	0	nt	4	1.2	-5
51	OC(CNCCNc1ncccc1C(F)(F)F)Cn1ccc2ccccc21 (configuration not stated)	-1	0.0	-18	-19	-2	-8	0.1	5
52	CC(=O)[C@@]1(O)CCC2C3C=CC4=CC(=O)CC[C@]4(C)C3CC[C@@]21C (some centres not stated)	-3	0.3	9	-3	9	2	nt	-3
53	c1ccc(C2=Nn3c(nnc3-c3cccs3)SC2)cc1	3	-0.1	nt	-14	-5	-7	1.7	3
54	CN1C[C@H](O)COC[C@@H]2O[C@H](CC(=O)NC3CCC3)CC[C@H]21	0	0.2	8	-8	-2	6	0.0	0
55	CN(c1ccccc1)c1nc(N)c([N+](=O)[O-])c(N2CCCCC2)n1	1	0.4	nt	-3	nt	1	0.6	5
56	Cc1ccccc1C(=O)c1cccn1CC(=O)NCc1cccc(Cl)c1	2	0.2	-2	-3	64*	7	-0.3	4
57	COc1ccc(-c2cc(C(F)F)n3ncc(C(=O)N4CCc5ccccc5C4)c3n2)cc1	0	-0.1	-6	-6	10	-2	0.1	-3
58	O=[N+]([O-])c1ccc(-c2nc(Nc3cccc(O)c3)c3ccccc3n2)cc1	4	-0.1	42	-4	1	27	0.3	-7
59	Cc1ccccc1C(=O)NNC(=O)C(C)N1C(=O)c2ccccc2C1=O (configuration not stated)	3	nt	11	-9	-2	-6	nt	-2

Hits appear at their usual frequency; overall some 2.5% were active at least once.
